High-throughput results as filed in PubChem.
Rab2A wt mod: modulators of GTP binding to Rab2A wildtype, primary screen, biochemical, dog, bead-based flow cytometry, multiplex | hit rate 0.19% among 190,000 | GTP binding activity, % at 10 µM | Ras-related protein Rab-2A (Canis lupus familiaris), P61105 | GST-Rab2 wt beads, Bodipy-GTP binding;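 active = GTP binding activity at least 20 points away from 100%, either lowered or raised; inconclusive = signal likely due to the compound's own green fluorescence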;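 note: 0% = beads with excess unlabeled GTP and 100% = no-compound control corrected for plate trend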
Rab7 wt GTP bind: modulators of GTP binding to Rab7, primary screen, biochemical, wildtype, multiplex bead flow cytometry | Rab7 GTPase wild type (dog), Bodipy-FL-GTP binding | GST-Rab7 beads, fluorescent GTP binding; actives lie on both sides; untreated = 100%, excess cold GTP = 0% | GTP binding activity (percent of control), % at 10 µM | hit rate 0.055% among 190,000;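 active = fluorescent GTP binding to Rab7 beads changed by at least 20 points from the 100% baseline, either direction, mostly lower; inconclusive = compound itself probably fluorescent, or too few beads counted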;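 note: median green fluorescence of bound Bodipy-FL-GTP per Rab7 bead population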
ABCB1 inh: ABCB1 efflux pump inhibitors, primary screen, cell-based, multiplex, flow cytometry, ABCG2 counter-screen; ATP-dependent translocase ABCB1 (Homo sapiens), P08183; inhibition, % at 6.6 µM; AID 1326, 2008; hit rate 0.067% among 190,000; CCRF-Adr cells, JC-1 efflux; in the data active = inhibition above about 40%;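 note: 0% = vehicle and 100% = reference inhibitor; higher value means more JC-1 retained so stronger ABCB1 efflux block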
Pf gametocyte: late stage P. falciparum gametocyte viability inhibitors, primary screen, ATP luminescence, HTS | P. falciparum stage V gametocytes, 24 h | inhibition, % at 10.9 µM | hit rate 0.065% among 150,000;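 active = inhibition above the mean plus 3 SD of compounds within the control limits, set per campaign, cut at about 38% in these data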;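 note: 0% = DMSO wells and 100% = medium only without gametocytes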
Avidin fluor: green autofluorescence of compounds with avidin beads – biophysical, 488/530 nm, flow cytometry, artefact control, profiling panel; compound fluorescence 488/530 nm; stronger effect = higher value; fluorescence (KMESF) at 10 µM; hit rate 0.38% among 220,000; in the data active = fluorescence above about 47; note: inactives centre near 10
Rac1 mut GTP: GTP binding modulators of activated mutant Rac1, primary screen, biochemical, bead-based flow cytometry, multiplex, fluorescent GTP; hit rate 0.11% among 190,000; Ras-related C3 botulinum toxin substrate 1 (Homo sapiens), P63000; GST-Rac1 activated beads; actives lie on both sides; 100% means binding = to untreated wells; percent activity (GTP binding), % at 10 µM;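 active = GTP binding at least 20 percentage points away from the 100% baseline, in either direction, so actives lie on both sides; inconclusive = Compound likely fluorescent itself, or too few beads counted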
HRas wt GTP bind: modulators of GTP binding to HRas wildtype, primary screen, biochemical, bead-based flow cytometry, multiplex. GTPase HRas (Homo sapiens), P01112. GST-Ras wt beads, Bodipy-FL-GTP binding; actives lie on both sides. GTP binding activity, % at 10 µM. hit rate 0.14% among 190,000;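 active = GTP binding activity at least 20% away from the 100% baseline, either lowered as inhibitor or raised as activator; inconclusive = flagged as likely green fluorescent, judged across all proteins in the well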;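 note: 0% = unlabeled GTP competition control and 100% = no-compound control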
Target sequence (P01112 whole entry, looked up): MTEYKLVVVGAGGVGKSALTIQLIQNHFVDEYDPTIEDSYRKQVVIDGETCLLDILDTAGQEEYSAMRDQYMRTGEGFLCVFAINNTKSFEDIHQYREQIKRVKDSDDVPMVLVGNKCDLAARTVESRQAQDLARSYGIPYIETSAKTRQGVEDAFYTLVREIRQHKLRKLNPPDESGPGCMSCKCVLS
Mcl1 Noxa PPI: Mcl-1/Noxa binding inhibitors, primary screen, biochemical, TR-FRET, 1536-well; Induced myeloid leukemia cell differentiation protein Mcl-1 (Homo sapiens), Q07820; TR-FRET Mcl-1/Noxa peptide binding, 2 h; inhibition, % at 21.7 µM; hit rate 1.5% among 220,000;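 active = compounds that cut the protein-peptide binding signal by more than 50% relative to plate controls in a single-dose test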;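 note: His-tagged Mcl-1 with rhodamine Noxa BH3 peptide and terbium anti-His antibody; 0% = Mcl-1 plus Noxa peptide wells and 100% = peptide-only wells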
Target sequence (Q07820 whole entry, looked up): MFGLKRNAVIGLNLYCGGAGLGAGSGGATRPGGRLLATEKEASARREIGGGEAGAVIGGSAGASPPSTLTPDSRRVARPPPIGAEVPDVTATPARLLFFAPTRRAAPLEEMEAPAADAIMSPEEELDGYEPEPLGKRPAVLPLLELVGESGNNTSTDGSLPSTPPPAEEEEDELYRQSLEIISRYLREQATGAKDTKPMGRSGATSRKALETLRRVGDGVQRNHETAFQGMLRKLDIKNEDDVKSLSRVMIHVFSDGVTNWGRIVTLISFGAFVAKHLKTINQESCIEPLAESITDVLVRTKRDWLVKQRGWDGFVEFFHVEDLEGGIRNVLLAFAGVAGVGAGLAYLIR
Cdc42 wt: modulators of GTP binding to wildtype Cdc42, primary screen, biochemical, multiplex bead flow cytometry, Bodipy-GTP; AID 761, 2007; hit rate 0.2% among 190,000; GST-Cdc42 beads; actives lie on both sides; percent activity (GTP binding), % at 10 µM;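 active = percent activity GTP binding at least 20 points away from the 100% baseline, either down as inhibitor or up as activator; inconclusive = compound flagged as likely green fluorescent from well-wide comparison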;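 note: median bead fluorescence of bound Bodipy-FL-GTP at 100 nM; 0% = excess unlabeled GTP control and 100% = no compound control; below 100% means less GTP binding so inhibitor and above means activator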
Target sequence (P60953 whole entry, looked up): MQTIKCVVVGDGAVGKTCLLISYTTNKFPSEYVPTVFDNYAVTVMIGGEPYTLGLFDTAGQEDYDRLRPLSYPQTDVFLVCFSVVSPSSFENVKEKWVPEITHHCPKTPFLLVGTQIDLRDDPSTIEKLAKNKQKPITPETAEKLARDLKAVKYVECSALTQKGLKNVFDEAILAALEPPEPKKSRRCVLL
Rac1 wt GTP bind: wildtype Rac1 GTP binding modulators, primary screen, biochemical, GST-Rac1 beads, flow cytometry, multiplex; Ras-related C3 botulinum toxin substrate 1 (Homo sapiens), P63000; fluorescent GTP binding; actives lie on both sides; 0 = cold GTP competed, 100 = untreated; GTP binding activity (% of control), % at 10 µM; hit rate 0.27% among 190,000; AID 757, 2007;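 active = GTP binding activity at least 20 points away from the 100% control level, either lower or higher; inconclusive = compound flagged as likely green fluorescent, judged across all proteins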
ABCG2 inh: ABCG2 efflux pump inhibitors, primary screen, multiplex with ABCB1, IgMXP3 cells, flow cytometry; Broad substrate specificity ATP-binding cassette transporter ABCG2 (Homo sapiens), Q9UNQ0; JC-1 efflux; inhibition, % at 6.6 µM; hit rate 0.1% among 190,000; AID 1325, 2008;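 active = inhibition above 80%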;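 note: 0% = DMSO and 100% = nicardipine control wells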
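Assay system – ABCG2 IgMXP3 and barcoded ABCB1 CCRF-Adr cell mix · Input – 3 million cells/mL in well · Reagent – JC-1 fluorescent substrate · Compound – single test compound dose, 6.6 µM final · Timing – 10 min exposure at 25 °C with rotation, no wash · Detection – flow cytometry of retained JC-1 fluorescence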
An asterisk follows results filed as active; u = inconclusive; x = no result given.

SMILES	Rab2A wt mod	Rab7 wt GTP bind	ABCB1 inh	Pf gametocyte	Avidin fluor	Rac1 mut GTP	HRas wt GTP bind	Mcl1 Noxa PPI	Cdc42 wt	Rac1 wt GTP bind	ABCG2 inh
Cc1cccc2c1CC(C)(C)NC2=C(C#N)C#N	98	101	0.5	-14	11	98	99	14	102	106	11
COC(=O)c1c(C)[nH]c(C(=O)OCc2ccc(F)cc2)c1C	95	93	0.1	19	7	96	97	-3	100	100	1
O=C(NCCCN1CCCC1=O)c1cccc(N2CCCC2=O)c1	101	102	0.3	x	14	97	100	9	99	101	1
O=C(NCCc1ccccc1)C(=O)Nc1ccc2c(c1)OCCO2	99	105	2.4	4	7	94	99	10	99	101	15
COc1cccc(NC(=O)C(c2ccccc2)N2CCCC2)c1 (stereo not given)	97	103	0.1	0	9	94	96	11	97	101	-1
Cc1cc(C(c2ccc(C)o2)c2ccc(C)o2)c(O)c([N+](=O)[O-])c1	95	96	-2.8	x	2	95	95	25	94	93	-4
O=C(Nc1nnc(-c2ccccc2Cl)o1)c1cc2cc([N+](=O)[O-])ccc2s1	93	96	-0.3	x	8	95	95	55*	94	100	-7
CCOC(=O)N1CCC(NC(=O)C2CCN(C(=O)N3CC(C)Oc4ccccc43)CC2)CC1 (stereo not given)	97	94	0.0	x	8	98	97	-11	99	99	1
COc1cccc(/C=N/NC(=O)CC2C(=O)NN=C2C)c1O (stereo not given)	99	97	0.2	-2	28	99	99	-12	102	105	-1
CCc1sc(C(=O)Nc2ccc(NC(C)=O)cc2)cc1C	93	91	0.2	-6	12	96	93	10	97	93	14
Cc1c(C(=O)N2CCN(C)CC2)oc2ccc(S(=O)(=O)N3CCOCC3)cc12	95	95	0.7	-3	14	95	98	-13	98	98	4
CC(=Nc1cc(C(=O)c2ccccc2)ccc1N)C1=C(O)CC(C)(C)CC1=O	100	98	0.6	-7	10	96	101	6	99	106	2
O=C(CCCCCNc1nc(=S)[nH]c2ccccc12)NCCc1ccccc1	95	97	-0.2	x	12	96	97	18	94	98	0
COc1ccc(NC(=S)NCc2ccccn2)cc1OC	95	96	0.4	x	3	94	94	17	95	98	9
C#CC[N+](CC)(CC)CC#Cc1cccc(Cl)c1	100	99	0.7	x	12	99	101	21	103	98	3
CC(=O)N1C(C(=O)O)CSC1c1ccc(C)cc1 (stereo not given)	103	100	0.5	x	10	103	101	8	106	109	2
CC(C)(C)OC(=O)NCCCC[C@H](NC(=O)c1nc[nH]c1C(=O)N1CCN(C(=O)OC(C)(C)C)CC1)C(=O)OC(C)(C)C	u	u	-0.1	0	8	u	u	-20	u	u	9
Cc1c(NC(=S)N/N=C/c2ccc(O)cc2)c(=O)n(-c2ccccc2)n1C	102	103	0.0	x	6	103	105	12	106	105	0
C/C(=N\NC(=O)NC1CCCCC1)c1ccc(OC(F)F)cc1OC(F)F	99	106	0.6	-26	9	95	94	8	92	94	8
CC1CCc2c(sc3ncnc(NCc4cccnc4)c23)C1 (stereo not given)	101	106	1.4	15	11	97	99	14	100	100	5
CCO[C@H]1OC(C(=O)Nc2ccccc2)=C[C@@H](C2CC2)[C@@H]1CCCO	97	97	0.9	x	5	94	94	-22	93	97	4
CCOc1ccccc1-n1nnnc1SCC(=O)Nc1cc(C)on1	u	u	0.4	x	18	u	u	-5	u	u	1
C=CCn1c(SCc2ccc(C(=O)Nc3nccs3)cc2)nnc1-c1ccc(C)c(Cl)c1	90	98	1.7	3	7	94	93	17	95	92	14
CCOc1ccc(OCC)c(NC(=O)C2CCCN2S(=O)(=O)c2cccc3cccnc23)c1 (stereo not given)	102	99	1.6	x	6	99	103	15	105	103	8
CCN(CC)c1ccc(/C=N/NC(=O)c2ccc(Br)o2)cc1	99	98	1.0	-10	10	102	101	18	103	103	14
CC(=O)CCc1oc2ccc(C)cc2c1-c1ccc(C)o1	97	101	-0.1	0	11	96	95	0	94	99	1
COc1cccc(-c2nnc3sc(-c4ccco4)nn23)c1	103	102	0.3	4	9	102	103	4	107	107	4
CCCc1cc(=O)[nH]c(SCC(=O)NC(=O)c2ccccc2)n1	101	101	0.0	x	39	102	103	-9	106	103	0
CCCCCC[n+]1c(-c2ccc(Cl)cc2Cl)csc1Nc1ccccc1	98	98	-0.3	7	24	98	98	10	104	102	-2
COc1cccc(CC(NC(C)=O)C(=O)NC2CCN(c3nnnn3-c3ccccc3)CC2)c1 (stereo not given)	102	101	0.2	x	12	101	104	5	105	105	1
Cc1[nH]c2ccc(F)cc2c1CCN(Cc1cccnc1)C(=S)Nc1ccccc1	97	103	0.8	x	26	95	99	17	98	98	2
N#C/C(C(=O)N1CCOCC1)=C1/SC(Cc2ccccc2Cl)C(=O)N1c1ccccc1 (stereo not given)	98	95	2.0	x	3	99	100	-4	102	103	2
COCCN1C(=O)C(=O)/C(=C(/O)c2ccc(C)cc2)C1c1ccccn1 (stereo not given)	95	95	0.2	15	14	94	95	20	96	99	0
COc1ccc(N(CC(O)Cn2nnc3ccccc32)S(=O)(=O)c2ccc(C)cc2)cc1 (stereo not given)	100	98	2.0	7	18	100	102	23	101	102	3
COc1cccc(N2CCN(CC(=O)Nc3nnc(-c4ccccc4)s3)CC2)c1	98	99	4.3	6	17	98	98	-12	101	105	11
Cc1cc(=O)oc2cc(OCC(=O)OCC(=O)Nc3c(C)n(C)n(-c4ccccc4)c3=O)ccc12	98	104	0.3	-6	21	94	98	-3	94	94	0
O=C(CCc1nnc(C2(c3ccc(Cl)cc3)CCC2)o1)NC1CC1	95	100	0.5	25	13	94	97	9	95	100	1
COc1cc(NC(=O)c2ccc(COCC(F)(F)F)o2)cc(OC)c1OC	103	101	1.0	-4	17	101	103	15	103	107	8
CC(NC(=O)c1cn(C)c2ccc(S(=O)(=O)N3CCCC3)cc2c1=O)c1ccc2c(c1)OCCO2 (stereo not given)	99	99	-0.1	13	13	97	99	12	98	103	3
O=C(CCC(=O)c1cccs1)Nc1ccc(F)c(F)c1F	103	103	0.1	x	6	100	102	13	104	103	1
CN=C1SC(CC(=O)Nc2ccc(N3CCOCC3)cc2)C(=O)N1C (stereo not given)	110	108	0.2	-6	16	104	109	0	109	107	1
CCO[C@@H]1OC(C(=O)NCc2ccccc2)=C[C@H](C2CC2)[C@H]1CCCO	96	98	1.2	9	8	95	95	-16	97	97	5
CCOc1ccc(N(CC)C(=O)c2nn(-c3ccc(OC)cc3)c(=O)c3c2c2ccccc2n3C)cc1	95	94	0.3	0	8	95	97	4	95	98	2
CCN(CC(=O)Nc1ccc(NC(C)=O)cc1)C(=O)C(c1ccccc1)c1ccccc1	104	102	0.5	x	20	103	103	4	99	103	4
CC(C)(C)C1=C(C#N)C(c2ccc3c(c2)OCO3)C(C#N)=C(N)O1 (stereo not given)	102	101	-0.2	x	12	97	101	26	98	102	-1
Cn1cnnc1SCc1ccc(C(=O)N=Nc2c(O)n(C)c3ccccc23)cc1	97	99	2.8	x	8	98	96	2	97	102	32
CCn1c2ccccc2c2nnc(SCc3ccc(C(=O)OC)o3)nc21	102	102	0.7	x	10	100	102	7	103	106	2
CCOC(=O)C1(Cc2cccc(OC)c2)CCN(CC=C(C)C)CC1	95	95	1.0	10	10	96	96	-1	97	101	1
O=C(/C=C/c1ccccc1)Nc1cccc(C(=O)O)c1	98	102	0.2	4	10	96	98	-1	95	98	0
CC(C)CNS(=O)(=O)c1ccc(CCC(=O)N2CCC(C(N)=O)CC2)cc1	97	99	0.1	x	6	97	96	12	95	100	-2

Entries listed so far printed as active in Mcl1 Noxa PPI.
mol	Rab2A wt mod	Rab7 wt GTP bind	Avidin fluor	HRas wt GTP bind	Mcl1 Noxa PPI	Cdc42 wt	ABCG2 inh
O=C(Nc1nnc(-c2ccccc2Cl)o1)c1cc2cc([N+](=O)[O-])ccc2s1	93	96	8	95	55*	94	-7

Next section:
SMILES	Rab2A wt mod	Rab7 wt GTP bind	ABCB1 inh	Pf gametocyte	Avidin fluor	Rac1 mut GTP	HRas wt GTP bind	Mcl1 Noxa PPI	Cdc42 wt	Rac1 wt GTP bind	ABCG2 inh
Cc1cccc(NCC(O)Cn2cnc3c2c(=O)n(C)c(=O)n3C)c1 (stereo not given)	115	106	0.6	4	8	104	114	7	116	107	1
Cc1csc(C(=O)O)c1-c1c(C)csc1C(=O)O	101	98	0.4	18	16	99	102	0	105	103	1
Cc1cccc(NC(=O)c2onc3c2CCCC3)n1	97	98	2.1	14	4	98	100	-8	100	104	12
COc1ccccc1NS(=O)(=O)c1cc(NC(=O)CNC(=O)c2ccccc2)ccc1C	97	95	0.1	-7	8	100	100	4	100	101	2
O=C(Nc1ccc([N+](=O)[O-])cn1)C1CCCCC1	99	98	0.8	x	3	101	97	21	102	103	10
CN(CCNC(=O)c1ccc(/C=N/O)nc1)Cc1ccccc1	99	95	0.5	-29	14	99	98	3	99	99	0
OC(COCCC12CC3CC(CC(C3)C1)C2)CN1CCCCC1 (stereo not given)	97	97	0.3	x	17	99	100	19	102	105	1
O=C(CSc1nc2ccccc2o1)NC(=O)NCc1ccccc1	93	97	0.8	x	12	93	95	0	96	96	7
COc1ccc(Cl)cc1NC(=S)NCCSc1ccc(C)cc1	98	100	-0.1	11	11	96	100	11	100	100	10
CC(C)(C)NS(=O)(=O)c1ccc(CCC(=O)N2CCCCC2)cc1	96	98	0.2	x	34	93	96	18	97	95	0
CCc1c(O)nc(SCC(=O)Nc2ccc(C)cc2)n(C2CCCCC2)c1=O	94	94	0.8	-26	20	91	92	9	90	92	8
COc1ccccc1C(C)NC(=O)CCOc1cccc(C)c1 (stereo not given)	93	92	1.1	24	28	94	95	10	95	94	9
